KOR beta-arrestin-1 = kappa opioid receptor activators – cell-based, luminescence, uHTS, primary screen (AID 1777). KOR beta-arrestin recruitment, luminescence; higher % means a stronger effect. activation, % at 10 µM; hits with a dose series show EC50 in µM. 280,000 compounds, 0.02% hits; in the data active = activation above about 50%, passing the limit was not always enough; note: a part of the inactive calls stands beside numbers as strong as those of hits
NOD2 inhibition = inhibition of NOD2-driven NF-kB reporter – cell-based, luminescence, uHTS, HEK293 (AID 1566); HEK293 NOD2/NF-kB luciferase reporter, luminescence; higher % means a stronger effect; one-dose inhibition, % at 4 µM; EC50 in µM for titrated hits; 290,000 compounds, 0.63% hits; note: many of its hits are not listed in these tables
P. falciparum M17LAP = P. falciparum M17LAP inhibitors, primary screen, biochemical, fluorogenic H-Leu-NHMec substrate, 1536-well (AID 1619); inhibition, % at 30 µM, or IC50 in µM where a hit was titrated; 220,000 compounds, 0.38% hits; recombinant M17LAP, H-Leu-NHMec fluorogenic kinetic assay; higher % means a stronger effect;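 active = compound inhibiting the enzyme by more than half at any dose during confirmatory dose-response retesting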;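 note: plate controls were full reaction with DMSO carrier for no effect and no enzyme background for full effect; strong numbers were not always called active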
Dynein cargo inh = blocks dynein driven cargo transport along microtubules; 220,000 compounds, 0.47% hits; z-score, hits read low; AID 1381; 3617.4 mouse cells, GR-EGFP nuclear translocation imaging; test concentration mostly 20 µM; stimulated with dexamethasone, 1 µM; hits give low values;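 active = plate z-score of nuclear minus cytoplasmic receptor signal below a set negative limit, without overly bright fluorescence or cell loss, cut at about -3.5 in these data, passing the limit was not always enough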;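 note: z-score of nuclear minus cytoplasmic ring GR-EGFP intensity difference per well; some compounds called inactive have numbers as strong as hits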
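Buffer or medium: tet-free, stripped-serum medium; reagent: dexamethasone at 1.0 µM final, 30 min; incubation: 48 h induction, 1 h compound, 30 min dex at 37 °C; measured by: formaldehyde fixation, Hoechst nuclear stain, 10x automated fluorescence imaging; read-out: nuclear-to-cytoplasmic GR-EGFP distribution per well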
KOR beta-arrestin-2 = KOR antagonists, beta-arrestin recruitment, cell-based, luminescence, uHTS (AID 1778); 290,000 compounds, 0.091% hits; inhibition, % at 10 µM; hits with a dose series show IC50 in µM; KOR beta-arrestin recruitment, luminescence, antagonist mode; higher % means a stronger effect; note: strong numbers were not always called active
GPR55 activation = GPR55 agonists via beta-arrestin recruitment, primary screen, imaging, U2OS cells, beta-arrestin-GFP redistribution (AID 1961); U2OS GPR55 beta-arrestin-GFP redistribution imaging; higher % means a stronger effect; activation, % at 10 µM; hits with a dose series show EC50 in µM; 290,000 compounds, 0.048% hits;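 active = activation above 40% with more than 50 cells counted in the well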;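 note: U2OS osteosarcoma cells stably expressing GPR55 and beta-arrestin-GFP; plate controls were DMSO negative control for no effect and LPI positive control for full effect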
M1AAP inhibition = P. falciparum M1AAP inhibitors, biochemical, fluorogenic H-Leu-NHMec substrate, 1536-well (AID 1445) | recombinant M1AAP, H-Leu-NHMec fluorogenic kinetic assay; higher % means a stronger effect | inhibition, % at 30 µM; hits with a dose series show IC50 in µM | 220,000 compounds, 0.42% hits;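 active = primary inhibition above the hit cutoff, then over 50% inhibition at one or more dose response concentrations, cut at about 23% in these data, passing the limit was not always enough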;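 note: plate controls were DMSO full reaction for no effect and no enzyme background for full effect; strong numbers were not always called active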
AID2073 = inhibitors of Mint1-CaV2.2 protein interaction, biochemical, HTRF (AID 2073). HTRF protein-protein interaction, Mint1-CaV2.2; higher % means a stronger effect. inhibition, % at 20 µM, or IC50 in µM where a hit was titrated. 290,000 compounds, 0.19% hits; in the data active = inhibition mostly above about 51%, no sharp cut-off; note: some results filed as inactive read as strong as hits
NOD1 inhibition = inhibition of NOD1-driven NF-kB reporter – cell-based, luminescence, uHTS, primary screen (AID 1578); NOD1-driven NF-kB luciferase reporter cells, luminescence; higher % means a stronger effect; inhibition, % at 4 µM; hits with a dose series show EC50 in µM; 290,000 compounds, 1% hits; in the data active = inhibition mostly above about 36%, no sharp cut-off; inactive = mostly below about 34%;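 note: HEK-293T reporter cells stimulated with the NOD1 agonist gamma-tri-DAP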
Dynein cargo inh cytoplasmic EGFP = second read-out of Dynein cargo inh, no call of its own (marks repeat the call); z-score; measured here: cytoplasmic GR-EGFP intensity; hits give high values
Dynein cargo inh nuclear GR-EGFP = second read-out of Dynein cargo inh, no call of its own (marks repeat the call); z-score; measured here: nuclear GR-EGFP intensity;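 lower value marks the stronger effect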
Dynein cargo inh cell count = recorded beside Dynein cargo inh, whose call it bears; z-score; measured here: cell count per field
Starred values were filed as active, the others as inactive; x = no result given; [ ] = another dose, or the depositor's remark. Cut-off read from the data, not from the text of the source, unless noted: active = inhibition above about 50%; inactive = the rest.

Screens by letter – A = KOR beta-arrestin-1; B = NOD2 inhibition; C = P. falciparum M17LAP; D = Dynein cargo inh; E = Dynein cargo inh cytoplasmic EGFP; F = Dynein cargo inh nuclear GR-EGFP; G = Dynein cargo inh cell count; H = KOR beta-arrestin-2; I = GPR55 activation; J = M1AAP inhibition; K = AID2073; L = NOD1 inhibition
1. COc1ccc(OC)c(S(=O)(=O)N2CCCC(N3CCN(c4ccccc4)CC3)C2)c1 (stereo not drawn)
  A: 1.2%	B: 9%	C: x	D: x	E: x	F: x	G: x	H: -56%	I: 0.2%	J: x	K: -11%	L: -8%

2. COC(=O)CNC(=O)Cn1c(=O)n(Cc2ccc(F)cc2)c(=O)c2sccc21
  A: 6.7%	B: 8%	C: x	D: x	E: x	F: x	G: x	H: -13%[20 µM]	I: 0.6%	J: x	K: 9%	L: 31%

3. COc1cccc(N/C(N)=N/c2nc(CSc3ccccn3)cc(=O)[nH]2)c1
  A: -3.6%	B: 2%	C: -5%	D: 0.93	E: -0.33	F: -0.16	G: -1.7	H: -37%	I: -0.3%	J: 4%	K: 5%	L: 1%

4. O=C(CN1CCCC1)NC12CC3CC(CC(C3)C1)C2
  A: -3.3%	B: -5%	C: -16%	D: -0.25	E: -0.28	F: -0.07	G: 0.93	H: x	I: -0.2%	J: 3%	K: -1%	L: -38%

5. O=[N+]([O-])c1ccc(COc2ccc(-c3[nH]ncc3-c3ccc(Cl)cc3)c(O)c2)cc1
  A: 16%	B: -42%	C: -5%	D: 0.74	E: -0.1	F: 1	G: -1.4	H: -7%	I: -0.2%	J: -5%	K: 3%	L: 5%

6. CC(Nc1n[nH]c(=O)[nH]c1=O)C(=O)N/N=C/c1ccccc1 (stereo not drawn)
  A: -2.9%	B: 15%	C: -4%	D: 0.43	E: -0.27	F: 0.27	G: -0.84	H: 20%	I: -0.3%	J: 3%	K: -2%	L: -8%

7. COCCn1c(NCc2ccccc2)nc2c1c(=O)[nH]c(=O)n2C
  A: 2.3%	B: -16%	C: -1%	D: -0.84	E: -0.025	F: -0.14	G: 0.58	H: 4%	I: -0.1%	J: 0%	K: 28%	L: 6%

8. N#Cc1ncc(C(F)(F)F)cc1Sc1ccccc1N
  A: 3.9%	B: -7%	C: 1%	D: 0.69	E: -0.33	F: 0.22	G: -0.074	H: -27%	I: 0.0%	J: 2%	K: 3%	L: -9%

9. O=[N+]([O-])c1ccc(N=Nc2ccc(O)cc2O)cc1
  A: -2.9%	B: -163%	C: 40%	D: -0.56	E: -0.42	F: -0.085	G: 0.52	H: 2%	I: -0.1%	J: 17%	K: 1%	L: -83%

10. COc1ccc(CCN2CC(C(=O)NCc3ccco3)CC2=O)cc1OC (stereo not drawn)
  A: -11%	B: -15%	C: 6%	D: 1.1	E: -0.2	F: 1.1	G: -1.2	H: 18%	I: -0.2%	J: 19%	K: 19%	L: -12%

2 of the compounds above, bar-delimited.
# | smiles | KOR beta-arrestin-1 | NOD2 inhibition | P. falciparum M17LAP | Dynein cargo inh | Dynein cargo inh cytoplasmic EGFP | Dynein cargo inh nuclear GR-EGFP | Dynein cargo inh cell count | KOR beta-arrestin-2 | GPR55 activation | M1AAP inhibition | AID2073 | NOD1 inhibition
6 | CC(Nc1n[nH]c(=O)[nH]c1=O)C(=O)N/N=C/c1ccccc1 (stereo not drawn) | -2.9% | 15% | -4% | 0.43 | -0.27 | 0.27 | -0.84 | 20% | -0.3% | 3% | -2% | -8%
7 | COCCn1c(NCc2ccccc2)nc2c1c(=O)[nH]c(=O)n2C | 2.3% | -16% | -1% | -0.84 | -0.025 | -0.14 | 0.58 | 4% | -0.1% | 0% | 28% | 6%

Next section
Screens by letter – A = KOR beta-arrestin-1; B = NOD2 inhibition; C = P. falciparum M17LAP; D = Dynein cargo inh; E = Dynein cargo inh cytoplasmic EGFP; F = Dynein cargo inh nuclear GR-EGFP; G = Dynein cargo inh cell count; H = KOR beta-arrestin-2; I = GPR55 activation; J = M1AAP inhibition; K = AID2073; L = NOD1 inhibition
11. O=C(CCCn1c(SCC(=O)NC2CCCCC2)nc2ccccc2c1=O)NCC1CCCO1 (stereo not drawn)
  A: 1.6%	B: 10%	C: -3%	D: 0.13	E: -0.34	F: 0.54	G: -0.69	H: -15%	I: -0.1%	J: -1%	K: 8%	L: 13%

12. O=C(O)C1CN(c2ncccc2[N+](=O)[O-])C1
  A: 2.5%	B: -6%	C: 5%	D: -0.56	E: -0.26	F: -0.015	G: -0.035	H: -74%[20 µM]	I: 0.2%	J: 0%	K: 1%	L: -12%

13. CCc1sc(C(=O)Nc2ccc3c(c2)OCCO3)cc1Br
  A: 6.5%	B: -17%	C: x	D: x	E: x	F: x	G: x	H: -78%	I: -0.1%	J: x	K: 13%	L: -48%

14. COc1ccc(NS(=O)(=O)c2csc(C(=O)Nc3ccccc3)c2)cc1
  A: x	B: 31%	C: 0%	D: -1.1	E: -0.18	F: -0.83	G: 0.7	H: 15%[20 µM]	I: -0.1%	J: 6%	K: 9%	L: 44%

15. O=C(O)c1ccc(-c2ccc(Cl)cc2Cl)o1
  A: -6.8%	B: -65%	C: 3%	D: -0.5	E: -0.033	F: -0.15	G: -0.024	H: -2%	I: -0.1%	J: 3%	K: 9%	L: -54%

16. CCOC(=O)CS(=O)(=O)c1nc(-c2ccccc2)cc(C(F)(F)F)n1
  A: -6.0%	B: 5%	C: 7%	D: 2.1	E: -0.094	F: 1.4	G: -1.9	H: 7%	I: 50%*	J: 3%	K: -15%	L: 69%*

17. O=C1CC(c2cccc(F)c2)c2c(c3ccccc3[nH]c2=O)O1 (stereo not drawn)
  A: -1.6%	B: 24%	C: -28%	D: 0.98	E: -0.24	F: 0.65	G: 0.37	H: 4%	I: 2.0%	J: 4%	K: -3%	L: -4%

18. Cc1ccc(S(=O)(=O)Cn2nnnc2C(CC(C)C)N2CCN(C3CCCC3)CC2)cc1 (stereo not drawn)
  A: -2.0%	B: -21%	C: x	D: x	E: x	F: x	G: x	H: -15%	I: -0.2%	J: x	K: -3%	L: -4%

19. O=C(O)c1cccc(NC2=Nc3cccc4cccc2c34)c1
  A: -1.9%	B: -81%	C: -4%	D: -0.59	E: -0.3	F: 0.33	G: 0.65	H: 27%	I: 0.3%	J: 0%	K: 18%	L: -6%

20. O=C(NNC1=NS(=O)(=O)c2ccccc21)c1ccccc1Cl
  A: -0.8%	B: 10%	C: x	D: -0.87	E: -0.3	F: -0.12	G: 0.95	H: -18%	I: 0.2%	J: x	K: -5%	L: -28%

Marked active in NOD1 inhibition (from the list above):
Screens by letter – A = KOR beta-arrestin-1; B = NOD2 inhibition; C = P. falciparum M17LAP; D = Dynein cargo inh; E = Dynein cargo inh cytoplasmic EGFP; F = Dynein cargo inh nuclear GR-EGFP; G = Dynein cargo inh cell count; H = KOR beta-arrestin-2; I = GPR55 activation; J = M1AAP inhibition; K = AID2073; L = NOD1 inhibition
16. CCOC(=O)CS(=O)(=O)c1nc(-c2ccccc2)cc(C(F)(F)F)n1
  A: -6.0%	B: 5%	C: 7%	D: 2.1	E: -0.094	F: 1.4	G: -1.9	H: 7%	I: 50%*	J: 3%	K: -15%	L: 69%*

The listing continues:
Screens by letter – A = KOR beta-arrestin-1; B = NOD2 inhibition; C = P. falciparum M17LAP; D = Dynein cargo inh; E = Dynein cargo inh cytoplasmic EGFP; F = Dynein cargo inh nuclear GR-EGFP; G = Dynein cargo inh cell count; H = KOR beta-arrestin-2; I = GPR55 activation; J = M1AAP inhibition; K = AID2073; L = NOD1 inhibition
21. CCC(C(=O)NCCc1ccccc1OC)n1nc(C)c2c(C)n(-c3ccccc3)nc2c1=O (stereo not drawn)
  A: -0.7%	B: 3%	C: x	D: x	E: x	F: x	G: x	H: 7%	I: -0.1%	J: x	K: -1%	L: -20%

22. Cc1ccc(S(=O)(=O)N(Cc2ccccc2)c2ccccc2C(=O)NCc2cccnc2)cc1
  A: 1.5%	B: -13%	C: -1%	D: -0.24	E: 0.075	F: -0.063	G: 0.67	H: 16%	I: -0.3%	J: 2%	K: -6%	L: -15%

23. Cn1c(SCc2ccccc2F)nc2cccnc21
  A: -0.4%	B: -83%	C: -4%	D: -0.78	E: -0.2	F: -0.49	G: 0.66	H: 5%	I: -0.1%	J: 2%	K: -2%	L: x

24. O=C(COC(=O)c1cccnc1)c1ccc(Cl)c(Cl)c1
  A: 1.0%	B: 10%	C: 4%	D: -0.81	E: -0.26	F: -1.1	G: 0.56	H: -3%	I: -0.1%	J: 1%	K: -2%	L: 2%

Screens from PubChem.

A portion of the library; count on the stated rates, not on these rows.
